TDP1 cell CPT: DT40-hTDP1 cell growth loss with CPT. chicken DT40 Tdp1-/-;hTDP1 cells + 20 nM CPT, ATP luminescence, 48 h. Potency, µM (top dose mostly 46.2 µM), without a hit: at the highest dose activity change, negative = growth inhibition, hits mostly inhibitors. 420,000 tested, 12% active. AID 686979; further: nearly all actives have a fitted effect of over 55% in size
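Cell growth measured by CellTiter-Glo luminescence after a minimum 48 h, 37 C compound exposure with 20 nM CPT in Tdp1-knockout DT40 cells stably expressing hTDP1, seeded 400/well; qHTS titration format.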
TDP1 cell noCPT: qHTS for Inhibitors of human tyrosyl-DNA phosphodiesterase 1 (TDP1): qHTS in cells in absence of CPT; AID 686978, 2013; 420,000 tested, 15% active; Potency, µM (titrated, usually from 46.2 µM), inactives show top-dose activity change, negative = growth inhibition, usual class: inhibitors; DT40 Tdp1-/- hTDP1 cells, no CPT, ATP luminescence, 48 h; further: nearly all actives have a fitted effect of over 55% in size
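Stably hTDP1-transfected Tdp1-null chicken DT40 cells were treated with library compounds minus camptothecin and grown for at least 48 hr at 37 °C, after which cellular ATP was quantified by luminescence.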
GCN5L2 inh: GCN5L2 (KAT2A) acetyltransferase inhibition; Q92830; GCN5L2 HAT assay, ThioGlo1 CoA-SH fluorescence; Potency, µM (titrated, usually from 58.9 µM), for the others: at the top dose activity change, negative = inhibition, most hits filed as inhibitors; 390,000 tested, 0.21% active; AID 504327
Target sequence (Q92830 whole entry, looked up): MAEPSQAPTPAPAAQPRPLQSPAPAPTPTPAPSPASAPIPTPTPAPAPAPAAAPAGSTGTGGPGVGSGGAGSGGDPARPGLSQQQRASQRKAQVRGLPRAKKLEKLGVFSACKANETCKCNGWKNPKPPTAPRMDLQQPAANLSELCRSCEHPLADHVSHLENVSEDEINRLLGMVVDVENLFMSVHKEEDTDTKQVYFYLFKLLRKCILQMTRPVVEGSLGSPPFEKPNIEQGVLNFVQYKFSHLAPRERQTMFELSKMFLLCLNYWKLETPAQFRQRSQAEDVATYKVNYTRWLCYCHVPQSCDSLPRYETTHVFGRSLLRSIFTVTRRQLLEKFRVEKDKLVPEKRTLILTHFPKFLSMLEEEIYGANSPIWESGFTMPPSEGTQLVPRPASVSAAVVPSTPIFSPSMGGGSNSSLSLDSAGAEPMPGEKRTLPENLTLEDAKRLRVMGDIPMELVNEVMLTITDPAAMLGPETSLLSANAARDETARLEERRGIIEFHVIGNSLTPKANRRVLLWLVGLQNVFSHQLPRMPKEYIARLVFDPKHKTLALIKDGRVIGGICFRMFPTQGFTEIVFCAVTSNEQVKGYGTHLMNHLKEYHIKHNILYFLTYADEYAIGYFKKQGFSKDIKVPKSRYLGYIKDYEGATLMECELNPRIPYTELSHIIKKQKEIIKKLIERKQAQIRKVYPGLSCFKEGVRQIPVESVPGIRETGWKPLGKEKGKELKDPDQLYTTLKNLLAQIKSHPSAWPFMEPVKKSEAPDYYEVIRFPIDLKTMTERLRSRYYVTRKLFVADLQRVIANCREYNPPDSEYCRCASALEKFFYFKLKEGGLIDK
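Fluorescence readout, Ex340nm/Em540nm: ThioGlo1 (50uM final) reacts with free CoA thiol released as 20nM GCN5L2 acetylates H3(1-25) peptide (75uM) using acetyl-CoA (70uM). Compound and enzyme sat 15 min beforehand; 20 min room-temperature reaction.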
The depositor's hits bear a star; ? = inconclusive; . = not tested or not shown; & = joins results of further samples; [ ] = remark or other dose. The call rests on the fitted dose curve; in most records, active means well fitted curve in the direction sought with a large enough effect; inconclusive means small, poorly fitted or top-dose-only effect, or another doubt; inactive means no such curve, though single readings can be large; an effect the other way counts as inactive or inconclusive. On the % scale 0 is the no-effect control and ±100 the full control effect; potency means the concentration at half of the fitted maximal effect.

SMILES | TDP1 cell CPT | TDP1 cell noCPT | GCN5L2 inh
CCc1nn(CC(=O)Nc2c(C)cccc2C)c(=O)c2cc3sccc3n12 | -5% | -17% | 2%
COc1cccc(CNC(=O)CSc2ncc(S(=O)(=O)c3ccc(Br)cc3)c(=O)[nH]2)c1 | -3% | 16% | -1%
O=C(NCC(c1ccco1)N1CCc2ccccc21)c1ccccc1F (stereo not given) | -30% | ? | -13%
CC(=O)Nc1ccc(NCN2C(=O)C3C4CCC(C4)C3C2=O)cc1 (stereo not given) | ? | -19% | ?
COc1ccc(OCC(=O)Nc2ccc(S(=O)(=O)N3CCCCC3)cc2)cc1 | -13% | -15% | -11%
COc1ccc(CNC(=O)Cn2cc3c(n2)CCCCC3)cc1 | -26% | -16% | -2%
COC(=O)/C(=C\C=C\c1ccccc1)NC(=O)c1ccccc1 | ? | ? | -21%
Cc1cc(Oc2ccc(-c3nnc(-c4ccccc4)o3)cc2[N+](=O)[O-])ccc1Cl | ? | ? | -4%
C[C@@H]1CCC2[C@](C)(CO)[C@@H](O)CC[C@]2(C)[C@@]12CCC(CO)(CCO)O2 (stereo not given in full) | -12% | ? | 0%
Cc1nc(NC(=O)CN2CCN(c3ccccc3F)CC2)sc1C(=O)N(C)C | 12% | -1% | -3%
O=C(NCc1ccc(F)cc1)c1cnn2ccccc12 | -29% | -17% | -2%
COc1ccccc1C(=O)CC(=O)c1ccccc1 | ? | ? | -9%
Cn1c(SCC(=O)Nc2ccc3c(c2)OCCO3)nnc1-c1ccncc1 | -3% | -20% | -1%
CCCCCCN1C[C@H](n2cc(-c3ccc(F)cc3)nn2)[C@@H](O)C[C@@H]1c1ccc(Cl)cc1 | ? | 16µM* | .
Cc1cc(OCc2nn[nH]n2)c2c(C)c(CC(=O)O)c(=O)oc2c1 | -2% | -7% | -14%
COc1ccc(CCn2c(-c3ccc(F)cc3)nc3c(c(=O)c4ccccc4n3C)c2=O)cc1OC | -1% | -28% | 1%
CN1CCN(C(=O)C2=C[C@@H](c3ccccc3)C[C@@H](OCc3ccc(CO)cc3)O2)CC1 | -23% | -25% | -7%
COc1cc(C(=O)NNC(=O)c2ccc(F)cc2)ccc1OCC(=O)N1CCOCC1 | 2% | -4% | 2%
CSc1nc2ccc(NC(=O)c3ccc(Cl)s3)cc2s1 | -29% | ? | -4%
COc1ccccc1N1CCN(C(=O)c2cc3c(=O)oc4ccc(C)cc4c3s2)CC1 | 10% | 6% | -6%
CCCCN(C(=O)c1cc(Cl)nc2ccccc12)c1c(N)n(CCCC)c(=O)[nH]c1=O | -28% | -4% | 1%
Cc1cc(-c2csc(NC(=O)c3cc4ccccc4o3)n2)c(C)n1C | ? | ? | 1%
COc1ccc(-c2cc(C(=O)Nc3cc(OC)c(OC)c(OC)c3)no2)cc1 | ? | -21% | 3%
O=C(c1ccccc1-c1nc(-c2ccc(Cl)cc2)no1)N1CCCC1 | ? | ? | 0%
Nc1ccc(Nc2ccccc2N)cc1 | 5.2µM* | 10µM* | -2%

Carrying on.
SMILES | TDP1 cell CPT | TDP1 cell noCPT | GCN5L2 inh
Cc1ccc(NC(=O)c2cccc3c2C(=O)N(C2CCCCC2)C3)cc1 | ? | 21µM* | -12%
O=C1CCCCC1C(Nc1ccc(Br)cc1)c1ccccc1 (stereo not given) | 2% | 1% | -4%
O=C1CC(c2ccc(F)cc2)C(n2cncn2)C(O)=C1C1NCCc2ccccc21 (stereo not given) | 0% | -9% | -7%
CC1(C)OC(=O)C=C(CC2NS(=O)(=O)OC3CCCCC23)O1 (stereo not given) | -17% | -6% | -11%
COc1ccnc(Oc2ccc(C)cc2C)c1C#N | -28% | ? | -2%
Cc1ccccc1NC(=O)Cn1c(=O)n(CC2CCC(C(=O)NCCc3ccccc3)CC2)c(=O)c2ccccc21 (stereo not given) | ? | ? | 3%
O=C(OCCN=C1NS(=O)(=O)c2ccccc21)c1cccc([N+](=O)[O-])c1 | -30% | -23% | 1%
O=C(C[C@H]1C/C=C\CC[C@@H](Cc2ccc(F)cc2)C(=O)OC[C@H]2CCCN2C1=O)N[C@H](CO)Cc1ccccc1 | ? | 21µM* | 0%
COc1cc2nc(Cl)nc(NC3CCN(C)CC3)c2cc1OC | 11µM* | ? | .
COc1cccc(CNC(=O)Cn2cc3c(n2)-c2c(oc(C(=O)N4CCCC4)c2C)CC3)c1OC | ? | ? | 1%
CCCCCCCCS(=O)c1sc2nc(C)cc(C)c2c1N (stereo not given) | ? | ? | -16%
CC1(C)CC(NS(=O)(=O)c2cccc3ccccc23)CC(C)(C)N1 | -11% | -13% | 0%
COc1ccc(C)cc1S(=O)(=O)N(CC(=O)N1CCCC1)c1ccc(C)cc1 | 0% | -21% | .
NC(=O)c1cccnc1Oc1ccc(Cl)cc1Cl | ? | -21% | 0%
C=CCn1c(SCCC)nc(O)cc1=O | -7% | -6% | -9%
CCc1ccc(NC(=O)CSc2nnc(Cc3cccn3C)n2-c2ccc(F)cc2)cc1 | ? | ? | -16%
O=C(Cn1ccc2cc(S(=O)(=O)N3CCCCCC3)ccc21)NCCc1ccc(Cl)cc1 | 16µM* | 18µM* | -18%
CCOC(=O)N1CCN(C(=O)Cn2c(C)cc3ccccc3c2=O)CC1 | -5% | -7% | -1%
CCCOC(=O)c1ccc(NC(=O)c2ccccc2OC)cc1 | ? | ? | -8%
CCCOc1ccc(CN2C(=O)C(=O)c3cccc(C)c32)cc1 | 1.3µM* | 1.8µM* | -16%
CCCSc1nnc(CN2CCOCC2)n1C | 1% | 3% | -1%
CCOC(=O)c1cccc(NC(=S)N2CCN(c3ncc4c(=O)c(C(=O)O)cn(CC)c4n3)CC2)c1 | -6% | ? | 1%
COC(=O)c1ccc(NC(=O)C(=O)N2CCN(C(=S)Nc3cccc(OC)c3)CC2)cc1 | -5% | ? | 22%
COc1ccc(C)cc1S(=O)(=O)N(CC(=O)Nc1cccc([N+](=O)[O-])c1)c1cc(C)cc(C)c1 | -12% | ? | -10%
COc1ccc(OC)c(S(=O)(=O)n2cnc3cc(C)c(C)cc32)c1 | ? | ? | -2%

(list continues)
SMILES | TDP1 cell CPT | TDP1 cell noCPT | GCN5L2 inh
CCS(=O)(=O)c1ccc(O)c(NC(=O)Nc2ccc(C(C)(C)C)cc2)c1 | 2% | ? | -1%
O=C(CNC(=O)C1CCCC1)Nc1ccccc1Br | -9% | -22% | 1%
COc1ccc(NC(=O)C(c2ccc(C)cc2)N(C)C(=O)Cc2cccs2)cc1 (stereo not given) | ? | ? | -8%&-5%
CN1CC(=O)Nc2cc(C(=O)O)ccc21 | 9% | -2% | 3%
Cc1nc(C(=O)Nc2ccc(F)cc2)nn1-c1ccc([N+](=O)[O-])cc1 | -14% | -7% | -14%
CCOC(=O)/C(=N/Nc1ccccc1)Sc1nnc(CCc2ccccc2)n1-c1ccccc1 | -1% | 4% | -6%
C=CCN1C(=O)/C(=C/c2ccc(OC)cc2)S/C1=N/c1nccs1 | 2% | -21% | 26%
CC(=O)c1c(C)[nH]c(C(=O)Nc2ccccc2Cl)c1C | ? | ? | -2%
COc1cc2nc(N(CCCN(C)C)C(=O)c3ccc(C(=O)c4ccccc4)cc3)sc2cc1OC | ? | ? | -5%
Cc1c(C(=O)N2CCCC2)c(S(=O)(=O)NCC(C)c2ccccc2)c(C)n1C (stereo not given) | -3% | -3% | -15%
CCOc1ccc(NC(=O)c2ccc3nc(C(C)C)oc3c2)cc1 | 21µM* | 16µM* | -11%
Cc1nnc(SCC(=O)NN2C(=O)NC3(CCCCC3)C2=O)s1 | 1% | -2% | 3%
C#CCSc1nnc(-c2ccc(OC)cc2)o1 | 7% | -3% | -8%
COc1ccc(Cc2nnc(NC(=O)c3ccccc3Cl)s2)cc1OC | 0% | -2% | -5%
CCN(C(=O)CN1C(=O)c2ccc([N+](=O)[O-])cc2C1=O)C1CCCCC1 | -2% | 10% | -3%
O=C(Nc1nc(-c2nc3ccccc3s2)cs1)C1COc2ccccc2O1 (stereo not given) | 1% | ? | -10%
COc1cc(SC)ccc1C(=O)OCC(=O)N1CC(=O)Nc2ccccc21 | -19% | ? | 3%
CC(C)(C)OC(=O)NCc1ccc(NC(=O)c2nc[nH]c2C(=O)NCCNC(=O)c2[nH]cnc2C(=O)Nc2ccc(CNC(=O)OC(C)(C)C)cc2)cc1 | 15µM* | 18µM* | -3%
C/C(=N\NC(=O)C1CC1)c1ccc(C(C)(C)C)cc1 | ? | ? | -1%
Cc1ccnc(Sc2ccc([N+](=O)[O-])cn2)n1 | 10% | 8% | 38%[activator]
CC1CCN(c2ccc([N+](=O)[O-])c(SCCO)c2)CC1 | ? | 23µM* | -2%
COc1ccc(OC)c(NC(=O)Cn2c(-c3ccc(Cl)cc3)noc2=O)c1 | 0% | -27% | -1%
O=C(CCc1ccccc1)NNC(=O)c1ccccc1F | -3% | -9% | -20%
N#CC1=C(N)OC2=C(C(=O)CCC2)C1c1ccc2c(c1)OCO2 (stereo not given) | 6% | -12% | -3%
CCc1nc2ccccc2c(=O)n1NC(=O)c1c(O)c2cccc3c2n(c1=O)CCC3 | ? | ? | .

Next section.
SMILES | TDP1 cell CPT | TDP1 cell noCPT | GCN5L2 inh
C[C@H](NC(=O)c1nc[nH]c1C(=O)NCc1ccc(CNC(=O)OC(C)(C)C)cc1)C(=O)OC(C)(C)C | 18µM* | 16µM* | -14%
OCCN1C2=NCCCN2c2ccccc21 | 31%[activator] | -2% | -3%
CC1CC(C)CN(S(=O)(=O)c2cccc3cccnc23)C1 (stereo not given) | ? | ? | -10%
CC(=O)Nc1nnc(SCc2cc(=O)c3cccc(C)c3[nH]2)s1 | ? | ? | -2%
Cc1noc(NC(=O)c2cccc(Cl)c2Cl)c1C#N | ? | ? | 0%
COc1ccccc1S(=O)(=O)Cc1ccc(C(=O)N2CCOCC2)o1 | -2% | -14% | -1%
COc1ccc(/C=C2/C(=O)ON=C2c2ccccc2)cc1OC | ? | 15µM* | -12%
COc1ccccc1NC(=S)NN=C(C)c1ccccn1 | 0.013µM* | 0.15µM* | .
NNC(=S)Nc1ccc(S(=O)(=O)N2CCOCC2)cc1 | -7% | 15% | ?
Cc1nn(C)c(C)c1S(=O)(=O)N1CCCC(C(=O)N2CCN(c3ccccc3)CC2)C1 (stereo not given) | 16µM* | 23µM* | -3%
COc1ccc(C(C(=O)NC2CCCC2)N(C(=O)c2ccco2)c2cc3c(cc2C(C)=O)OCO3)cc1OC (stereo not given) | -2% | -15% | 2%

Assay outcomes (PubChem BioAssay)
